# From PubChem BioAssay
# human PMI inhibition: inhibitors of human PMI, primary screen, biochemical, fluorescence intensity, coupled assay (AID 1209); hit rate 0.42% among 190,000; purified PMI enzyme, coupled fluorescence intensity; higher % means a stronger effect; one-dose inhibition, % at 20 µM; IC50 in µM for titrated hits;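 also: plate controls were DMSO vehicle for no effect and wells lacking substrate for full effect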
# XIAP antagonists: XIAP antagonists, biochemical, IAP family, fluorescence polarization (AID 1018); one-dose displacement, % at 20 µM; IC50 in µM for titrated hits; hit rate 0.007% among 200,000; XIAP BIR domain, fluorescence polarization peptide displacement; higher % means a stronger effect; in the data active = displacement above about 50%; also: a part of the inactive calls stands beside numbers as strong as those of hits
# P. falciparum M17LAP: P. falciparum M17LAP inhibitors, primary screen, biochemical, fluorogenic H-Leu-NHMec substrate, 1536-well (AID 1619); inhibition, % at 30 µM, or IC50 in µM where a hit was titrated; hit rate 0.38% among 220,000; recombinant M17LAP, H-Leu-NHMec fluorogenic kinetic assay; higher % means a stronger effect; Leucine aminopeptidase (Plasmodium falciparum (isolate 3D7));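 active = compound inhibiting the enzyme by more than half at any dose during confirmatory dose-response retesting; inconclusive = strong single-dose inhibitors picked by rank but not retested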;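 also: plate controls were full reaction with DMSO carrier for no effect and no enzyme background for full effect; strong numbers were not always called active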
# Myeloid diff MLP: induction of myeloid progenitor differentiation, primary screen, cell-based, flow cytometry, MLPCN library; ER-HoxA9 myeloid progenitors, lysozyme-GFP differentiation; calls only at 10 µM; hit rate 1% among 360,000;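 active = normalized GFP-positive differentiation at or above the plate's own cutoff, the solvent-only control mean plus 3 SD; inconclusive = no clear call, values can overlap the other calls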;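 also: cells exposed to compound for four days before flow analysis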
# LYP phosphatase: inhibitors of LYP phosphatase, biochemical, fluorescence intensity, uHTS (AID 1779) | hit rate 0.054% among 290,000 | recombinant LYP phosphatase, fluorescence intensity; higher % means a stronger effect | Tyrosine-protein phosphatase non-receptor type 22 (Homo sapiens) | inhibition, % at 11.5 µM; hits with a dose series show IC50 in µM;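 also: plate controls were vehicle with enzyme for no effect and no enzyme for full effect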
# CSM14.1 death rescue: rescue of cells from ER stress-induced death, primary screen, 384-well, CSM14.1, thapsigargin, ATP luminescence (AID 1222); CSM14.1 thapsigargin-induced death rescue, ATP luminescence; higher % means a stronger effect; cellular ATP content (survival), % at 20 µM; hits with a dose series show EC50 in µM; 190,000 tested, under 10 active;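 active = EC50 below 50 µM in the dose-response confirmation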;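 also: death triggered by thapsigargin at about 15 µM added after 2 h compound pretreatment; cell ATP read after overnight thapsigargin exposure of roughly 18 to 22 hours; normalized against plate controls of thapsigargin alone and 5% DMSO vehicle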
# PMI inhibition: human PMI inhibitors, high substrate, primary screen, biochemical, fluorescence intensity, high mannose 6-phosphate (AID 1220) | recombinant PMI enzyme, coupled fluorescence intensity; higher % means a stronger effect | one-dose inhibition, % at 20 µM; IC50 in µM for titrated hits | hit rate 0.66% among 190,000
# TNAP activation fold: human TNAP enzyme activators, primary screen, biochemical, luminescent, no phosphate acceptor, uHTS (AID 1001); purified TNAP, luminescent activation assay, no phosphate acceptor; higher activation fold means a stronger effect; activation fold at 20 µM; hits with a dose series show EC50 in µM; hit rate 0.03% among 200,000; in the data active = activation fold from about 3, or a potency from the dose series; inactive = the rest, 99 in 100 with activation fold below about 1.6; also: many of its hits are not listed in these tables
# P. falciparum M1AAP: P. falciparum M1AAP inhibitors, biochemical, fluorogenic H-Leu-NHMec substrate, 1536-well (AID 1445). recombinant M1AAP, H-Leu-NHMec fluorogenic kinetic assay; higher % means a stronger effect. inhibition, % at 30 µM; hits with a dose series show IC50 in µM. hit rate 0.42% among 220,000;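 active = primary inhibition above the hit cutoff, then over 50% inhibition at one or more dose response concentrations, cut at about 23% in these data, passing the limit was not always enough; inconclusive = conflicting primary data, or primary hits not chosen for dose response; inactive = low primary inhibition, or under 50% at every dose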;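 also: plate controls were DMSO full reaction for no effect and no enzyme background for full effect; strong numbers were not always called active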
# Myeloid diff MLP GFP+ MAC1+ %: recorded beside Myeloid diff MLP, whose call it bears; GFP+ MAC1+ double positive, %; measured here: differentiation confirmed by MAC1 staining
# Numbers without * were called inactive; i = inactive; ? = inconclusive; . = not tested or not shown. Rule as the data show it, unless noted: active = inhibition above about 50%; inactive = the rest.
SMILES,human PMI inhibition,XIAP antagonists,P. falciparum M17LAP,Myeloid diff MLP,Myeloid diff MLP GFP+ MAC1+ %,LYP phosphatase,CSM14.1 death rescue,PMI inhibition,TNAP activation fold,P. falciparum M1AAP
Nc1c(C(=O)NCc2ccco2)c2nc3ccccc3nc2n1CCN1CCOCC1,-15%,-5.5%,-137%,i,0.6,-10%,0.4%,-11%,0.9,9%
CCOP(=S)(OCC)Oc1cc(C)oc(=O)c1,.,.,2%,i,0.3,-12%,.,.,.,3%
CCCCCn1c(=O)c(C(=O)Nc2nc3ccccc3[nH]2)c(O)c2ccccc21,.,.,-4%,i,2.2,-1%,.,.,.,-1%
O=[N+]([O-])c1ccc(N2CCCNCC2)c2ncccc12,.,.,4%,i,0.7,-5%,.,.,.,5%
C[C@]12CCC(=O)C=C1CC[C@@H]1[C@@H]2CC[C@]2(C)C(=O)CC[C@@H]12,-12%,-0.4%,7%,i,1.6,-7%,-1.4%,-10%,1.1,-10%
COc1ccc(C(=O)C2CCCN(Cc3cnc(C)s3)C2)c(OC)c1 (centres undefined),7%,-6.4%,-3%,i,0.9,-4%,2.8%,-1%,1.1,0%
O=[N+]([O-])c1cc2c(cc1CNCCc1ccc3c(c1)OCO3)OCO2,33%,-2.1%,7%,i,1.1,-1%,-0.8%,40%,1.1,2%
CC1CCN2c3nc4ccccn4c(=O)c3CC3(C(=O)N(C)C(=O)N(C)C3=O)C2C1 (centres undefined),15%,-4.9%,-4%,i,0.5,0%,2.0%,15%,1,-2%
C=CCn1c(O)c(/C(C)=N/NC(=S)Nc2ccccc2)c(=O)[nH]c1=O,.,.,-11%,i,0.3,-3%,.,.,.,8%
COc1ccc(C(=O)CN2CCCCC2)cc1,-16%,-5.6%,15%,i,0.7,2%,-0.8%,-15%,1,3%
CC(=O)Nc1cc(C(=O)N2CCC3(CC2)OCCO3)ccc1Sc1ccc(F)cc1,-9%,-4.8%,7%,i,0.1,-8%,-0.9%,-10%,1.1,6%
O=C1NC(=O)N(Cc2cccs2)C(=O)/C1=C/c1ccc(N2CCOCC2)cc1,-3%,-1.6%,9%,.,.,-7%,1.1%,4%,1.1,10%
C(#CCN1CCOCC1)COCC#Cc1ccccc1,-2%,-5.0%,-13%,i,6.3,-4%,.,-3%,1,0%
CCN(CC)P(=O)(/C=C(\Cl)c1ccccc1)/C=C(\Cl)c1ccccc1,-18%,-8.5%,3%,i,0.6,-6%,-2.0%,-13%,1,3%
N#CCCn1cc(C(=O)Nc2ccc(F)cc2)c(-c2ccc([N+](=O)[O-])cc2)n1,5%,-18%,3%,i,0.7,-1%,1.1%,3%,1.1,7%

# Rewritten with bars between the fields: part of the list above.
smiles | human PMI inhibition | XIAP antagonists | P. falciparum M17LAP | Myeloid diff MLP | Myeloid diff MLP GFP+ MAC1+ % | LYP phosphatase | CSM14.1 death rescue | PMI inhibition | TNAP activation fold | P. falciparum M1AAP
C=CCn1c(O)c(/C(C)=N/NC(=S)Nc2ccccc2)c(=O)[nH]c1=O | . | . | -11% | i | 0.3 | -3% | . | . | . | 8%
CC(=O)Nc1cc(C(=O)N2CCC3(CC2)OCCO3)ccc1Sc1ccc(F)cc1 | -9% | -4.8% | 7% | i | 0.1 | -8% | -0.9% | -10% | 1.1 | 6%
C[C@]12CCC(=O)C=C1CC[C@@H]1[C@@H]2CC[C@]2(C)C(=O)CC[C@@H]12 | -12% | -0.4% | 7% | i | 1.6 | -7% | -1.4% | -10% | 1.1 | -10%

# Remaining list, next part:
SMILES,human PMI inhibition,XIAP antagonists,P. falciparum M17LAP,Myeloid diff MLP,Myeloid diff MLP GFP+ MAC1+ %,LYP phosphatase,CSM14.1 death rescue,PMI inhibition,TNAP activation fold,P. falciparum M1AAP
O=C(CN1CCCCC1)c1cccc(Br)c1,-45%,-4.0%,15%,i,0.2,-2%,-1.8%,-35%,1,6%
CC(=NCCCO)c1c(O)n(Cc2ccccc2)c(=O)[nH]c1=O,-1%,-1.4%,13%,i,0.4,-9%,-1.3%,-7%,1.1,9%
C[N+]1(CC2COC(c3ccco3)O2)CCCCC1 (centres undefined),-6%,-6.5%,16%,i,0.2,-4%,0.9%,-11%,1.1,15%
COC(=O)C1=C(N)Oc2c(c(=O)oc3ccccc23)C1c1cccnc1 (centres undefined),0%,-0.2%,-9%,i,0.9,-4%,-0.5%,1%,1.1,4%
COc1cc2c(cc1OC)-c1c(OC)c(OC)c(OC)c3ccnc(c13)C2=O,24%,-3.3%,34%,.,.,-3%,-2.6%,50%,0.9,7%
O=P(O)(Oc1ccccc1)OC(c1ccccc1)C(F)(F)F (centres undefined),-17%,-3.1%,4%,i,0.5,-3%,-2.2%,-14%,1.1,0%
c1ccc(CCNCc2ccccc2)cc1,7%,-7.1%,13%,i,0.6,-9%,0.1%,2%,1.1,-2%
Cc1cc(C=C2C(=O)NC(=O)NC2=O)c(C)n1-c1ccc2c(c1)OCO2,-23%,-1.7%,-5%,i,0.2,-6%,1.3%,-16%,0.8,9%
COc1ccc(CN2CC3CC(C2)c2cccc(=O)n2C3)cc1OC (centres undefined),-10%,-3.4%,-2%,i,8.9,0%,0.3%,-12%,1.1,6%
O=C(c1ccccc1)c1ccccc1N=Cc1c(O)[nH]c(=O)[nH]c1=O,-8%,-5.1%,13%,.,.,-7%,-0.9%,-7%,1.1,3%
O=C1C2CCCN2C(c2cccnc2)N1c1nccs1 (centres undefined),10%,-1.1%,-25%,i,0.4,-1%,-0.9%,3%,1.1,1%
Cc1nn(Cc2ccccc2)c(C)c1C(=O)OCC(=O)NC1CCS(=O)(=O)C1 (centres undefined),-7%,-6.7%,-11%,i,0.3,-4%,0.1%,-3%,1,2%
CC1(C)OC(c2ccccc2)=C/C(=C/C=C2C(=O)NC(=S)NC2=O)O1,-25%,-11%,1%,.,.,2%,-1.8%,-66%,0.4,?
CN(C)C(=O)Oc1ccc(C(=O)c2ccccc2)cc1,4%,16%,13%,i,0.3,-8%,-2.1%,-2%,1.1,11%
O=C(c1cc([N+](=O)[O-])ccc1N1CCNCC1)N1CCOCC1,4%,-0.8%,7%,i,0.3,-3%,-1.7%,-6%,1.1,11%
O=C(Cn1ncc2c3ccccc3n(Cc3cccc(Cl)c3)c2c1=O)N1CCC2(CC1)OCCO2,19%,-22%,7%,i,0.5,3%,-3.3%,14%,1.1,10%
CN1C(=O)C(=Cc2sc(=O)n(-c3ccccc3)c2N2CCCCC2)C(=O)N(C)C1=O,.,.,10%,i,0.1,-1%,.,.,.,13%
O=C(Nc1ccc(C(F)(F)F)cc1)c1cccn(Cc2ccc3c(c2)OC(F)(F)O3)c1=O,22%,-1.7%,17%,i,0.7,4%,-3.8%,16%,1,8%
COc1ccc(C(=O)CN2CCOCC2)cc1F,-40%,-0.7%,24%,i,1.5,4%,0.2%,-88%,1.1,23%
NC1=Nc2ccccc2Oc2ccccc21,-7%,-7.3%,-7%,i,0.5,-8%,1.0%,2%,1.1,2%
Cc1cccn2c(=O)c3c(nc12)N1CCC(Cc2ccccc2)CC1C1(C3)C(=O)N(C)C(=O)N(C)C1=O (centres undefined),14%,-5.9%,-3%,i,1.2,-7%,-1.5%,7%,1,7%
c1ccc(C2OCCN3CCCCC23)cc1 (centres undefined),-11%,0.6%,-6%,i,1.0,0%,-1.8%,-7%,1,6%
COc1ccc(OCC(=O)N2CCN(Cc3ccc(SC)cc3)CC2)cc1,.,-4.3%,2%,i,0.3,-3%,2.1%,.,1.1,7%
CC1CCC(NCC(O)c2ccccc2)CC1 (centres undefined),-2%,-2.0%,5%,i,5.2,-11%,-0.5%,-6%,1.1,3%
COc1ccccc1N1CCN(Cc2cccc(OC)c2O)CC1,-7%,0.7%,6%,i,0.6,-9%,-1.3%,1%,1,8%
Cc1cc(C(=O)NP(=O)(N2CCOCC2)N2CCOCC2)c(C)n1C1CC1,-1%,-1.4%,-2%,i,0.2,-9%,-0.1%,2%,1.2,8%
CCN(CC)CCOC(=O)c1ccc(N=Cc2c(O)[nH]c(=O)[nH]c2=O)cc1,-1%,-5.4%,-2%,i,1.0,4%,-1.9%,-2%,1.2,3%
CC1=C(C(=O)O)N2C(=O)C(NC(=O)Cc3ccccc3)C2SC1 (centres undefined),.,.,-4%,i,0.6,-6%,.,.,.,4%
C=C(CO)CC1CC(O)[C@]2(C)OC3CC4OC5C[C@]6(C)O[C@]7(C)CCC8OC9C[C@]%10(C)OC%11C(C)=CC(=O)OC%11CC%10OC9C[C@@H](C)C8OC7CC6O[C@]5(C)C/C=C\C4OC3CC2O1 (some centres undefined),20%,-12%,1%,i,1.6,-4%,3.3%,14%,1,2%
CCOC(=O)c1[nH]c(C)c(C(=O)N2CCC3(CC2)OCCO3)c1C,-3%,-7.0%,11%,i,7.7,-16%,-1.1%,-2%,1.1,16%
CN1CCC2(CC1)CC(NC=O)c1ccccc1O2 (centres undefined),1%,-11%,-9%,i,0.9,-6%,1.1%,-2%,1.1,2%
CCN(CC)c1ccc(/C=C2\C(=O)NC(=O)N(CC3CCCO3)C2=O)cc1 (centres undefined),-2%,-5.3%,37%,i,0.5,-3%,-3.5%,-5%,0.9,18%
O=C(N/N=C/c1c(O)n(C2CC2)c(=S)[nH]c1=O)c1ccccc1O,61%*,-4.4%,31%,i,0.3,-1%,0.6%,-11%,1.4,34%
Cn1cccc1/C=C1/C(=O)NC(=O)N(Cc2ccccc2)C1=O,-9%,-6.6%,-2%,i,1.0,-2%,-1.3%,2%,1,7%
CCOP(=O)(OCC)c1cc(CC)ccc1O,.,.,-9%,i,0.2,-5%,.,.,.,5%
Cc1ccc(C2=CCNCC2)cc1,-7%,-2.0%,0%,i,0.6,-5%,1.0%,-2%,1.1,3%
CCCCCn1c(=O)c(C(=O)NCc2ccco2)c(O)c2ccccc21,-15%,-6.6%,11%,i,0.3,-2%,-0.3%,-20%,1.1,9%
CC(N)C(=O)c1ccco1 (centres undefined),-4%,1.4%,8%,i,0.3,-9%,-1.8%,5%,1,3%
CCOC(=O)c1cc(C(O)(C(=O)OC)C(F)(F)F)c(/N=C/N(C)C)o1 (centres undefined),-2%,-8.2%,26%,i,0.8,-7%,-1.0%,-9%,1.1,7%
CCCNC(=O)c1c(N)n(Cc2ccco2)c2nc3ccccc3nc12,7%,-1.9%,-41%,.,.,-3%,-3.1%,-6%,1.1,20%
CCC(=NCCO)c1c(O)n(-c2ccc(Cl)cc2)c(=O)[nH]c1=O,-10%,-3.7%,2%,i,1.6,-5%,-0.9%,-10%,1.1,-2%
CCOc1cc(/C=C2\C(=O)NC(=O)N(CCc3ccc(F)cc3)C2=O)ccc1O,.,.,7%,i,1.1,-5%,.,.,.,12%
CC1=CC(=C2C(=O)NC(=S)NC2=O)C=C(C(F)(F)F)N1Cc1ccccc1,-66%,-0.4%,14%,.,.,-13%,1.6%,-96%,1,7%

# The list is partial. The share of hits here may be higher or lower than overall.
